# Source: PubChem BioAssay
# Shiga inhibitor – blocks Shiga toxin action in Vero cells; Vero cells, Shiga toxin protein synthesis inhibition reporter; inhibition, % at 38.7 µM; 290,000 compounds, 9.2% hits; AID 2315; in the data active = inhibition mostly above about 28%, no sharp cut-off; inactive = mostly below about 43%; also: 0% is about no effect
# Giardia FBPA inh – Giardia lamblia aldolase inhibition | purified Giardia FBPA | AID 2451 | 290,000 compounds, 0.71% hits | Potency, µM (series often up to 59.6 µM), without a hit: top-dose activity, negative = inhibition, most hits filed as inhibitors | A8B2U2; also: potency is read from the fitted curve at half-maximal effect; % is scaled to controls: 0 for no effect and ±100 for the full control effect; nearly all actives have a fitted effect of over 55% in size
# Target sequence (A8B2U2 whole entry, looked up): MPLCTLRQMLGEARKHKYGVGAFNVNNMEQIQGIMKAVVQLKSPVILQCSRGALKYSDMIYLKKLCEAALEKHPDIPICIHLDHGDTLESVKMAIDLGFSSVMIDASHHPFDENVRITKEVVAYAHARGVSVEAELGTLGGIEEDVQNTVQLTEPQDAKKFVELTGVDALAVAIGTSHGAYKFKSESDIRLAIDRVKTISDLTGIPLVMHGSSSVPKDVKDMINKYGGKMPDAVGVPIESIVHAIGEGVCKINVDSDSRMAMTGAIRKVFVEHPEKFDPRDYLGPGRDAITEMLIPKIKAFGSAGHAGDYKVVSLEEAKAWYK
#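 40 nM FBPA preincubated 10 min at RT with compound (up to 57.5 uM final), then substrate plus GAPDH/TPI/NAD/arsenate coupling and diaphorase/resazurin added. Fluorescence read after 20 min at RT, 525/598 nm.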
# CHX counter – counter-screen hit for Shiga toxin inhibitors, cycloheximide | cell reporter, cycloheximide protein synthesis inhibition counterscreen | max response, % | 300,000 compounds, 12% hits; in the data active = max response mostly above about 13%, no sharp cut-off; inactive = mostly below about 14%; also: read at 38.3 µM for the half of the compounds with a filed dose; 0% is about no effect
# Sm TGR inh – blocks Schistosoma mansoni thioredoxin glutathione reductase | Q962Y6 | Potency, µM (titrated, usually from 114 µM), inactives show at the top dose activity change, negative = inhibition, usual class: inhibitors | AID 485364 | 360,000 compounds, 3% hits | purified TGR, DTNB reduction, TNB absorbance 405 nm; also: potency is read from the fitted curve at half-maximal effect; % is scaled to controls: 0 for no effect and ±100 for the full control effect; nearly all actives have a fitted effect of over 60% in size
#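 First, TGR (20 nM dispensed) and NADPH were mixed with compound. Second, a 15 min room-temperature incubation followed. Third, further NADPH and then DTNB were added to start the reaction. Finally, TNB absorbance was monitored kinetically.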
# Pf growth 96h – P. falciparum growth inhibition at 96 hour, primary screen for plastid delayed-death inhibitors; P. falciparum luciferase reporter growth, 96 h; 320,000 compounds, 6.9% hits; Potency, µM (titrated, usually from 28.7 µM), for the others: at the top dose activity change, negative = inhibition, usual class: inhibitors; also: potency is read from the fitted curve at half-maximal effect; % is scaled to controls: 0 for no effect and ±100 for the full control effect
#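 96 h incubation, 37 C, 5% CO2, of luciferase-reporter P. falciparum-infected RBCs (2% hematocrit, 0.05% parasitemia final) with test compounds; endpoint luminescence.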
# Pf growth 48h – P. falciparum growth inhibition at 48 hours (one generation); P. falciparum luciferase growth in erythrocytes, 48 h; Potency, µM (top dose mostly 28.7 µM), without a hit: at the highest dose activity change, negative = inhibition, usual class: inhibitors; 310,000 compounds, 5.9% hits; AID 504832; also: potency is read from the fitted curve at half-maximal effect; % is scaled to controls: 0 for no effect and ±100 for the full control effect
#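 Read-out is firefly luciferase luminescence from an integrated reporter in P. falciparum, so falling signal marks reduced parasite growth. Infected erythrocytes were at 2% hematocrit and 0.1% parasitemia (final) in Albumax-supplemented RPMI 1640.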
# An asterisk follows results filed as active; ? = inconclusive; / = no result given; [ ] = remark or other dose. Unless noted, calls follow the shape of the dose curve; as a rule, active = well fitted curve in the direction sought with a large enough effect; inconclusive = small, poorly fitted or top-dose-only effect, or another doubt; inactive = no such curve, though single readings can be large; an effect the other way counts as inactive or inconclusive.
1. CCC(C)(C(=O)Nc1ccccc1C)N(C(=O)CNC(C)=O)c1ccc(C)cc1 (stereo not drawn)
2. CC1CCN(CCNC(=S)Nc2ccc(Cl)cc2)CC1
3. Cc1cccc(OC(=O)N2CCOCC2)c1
4. CCN(C(=O)CCN1C(=O)S/C(=C\c2ccccc2)C1=O)C1CCS(=O)(=O)C1 (stereo not drawn)
5. CCCSc1nnc2nc(C)cc(C)n12
6. O=c1c2ccccc2c(C=Nc2ccc(S(=O)(=O)Nc3ncccn3)cc2)c(O)n1-c1cccc(Cl)c1
Compound	1	2	3	4	5	6
Shiga inhibitor	-4.4	-4.4	2.0	11.7	-9.8	-1.4
Giardia FBPA inh	8.1%	5.4%	-1.5%	-2.7%	3.9%	0.4%
CHX counter	-2.7	10.4	-6.6	-6.9	-1.6	-4.7
Sm TGR inh	-24.0%	1.3%	-1.5%	-19.0%	7.1%	/
Pf growth 96h	-14.3%	?	?	?	?	?
Pf growth 48h	1.1%	?	1.1%	-15.3%	/	?

7. COC(=O)Cn1c(C)nc(=O)c(-c2ccccc2)c1C
8. CC1CCCN(S(=O)(=O)c2ccc3c(c2)c(=O)nc2ccc(Cl)cn23)C1 (stereo not drawn)
9. Cc1cc(N2C(=O)C(O)=C(C(=O)c3ccco3)C2c2ccccc2F)no1 (stereo not drawn)
10. CN(CC(=O)O)Cc1nc2ccccc2[nH]1
11. CC(=O)c1ccc(NC(=O)Cn2cnc(S(=O)(=O)N3CCCC3)c2)cc1
12. CCOC(=O)C1CCCN(Cc2ccc3c(c2)OCO3)C1 (stereo not drawn)
Compound	7	8	9	10	11	12
Shiga inhibitor	-0.5	30.6	12.7	48.3	-4.9	-7.9
Giardia FBPA inh	4.5%	-7.1%	/	?	/	-10.0%
CHX counter	-3.6	-1.5	-1.0	28.0*	0.3	-2.2
Sm TGR inh	-22.6%	1.6%	-12.3%	-30.1%	4.3%	-4.4%
Pf growth 96h	/	?	?	105.7%[activator]	-13.7%	?
Pf growth 48h	8.0%	?	7.6%	/	10.5%	26.6%

13. CCOC(=O)C1=C(C)NC(=O)NC1/C=C/c1ccccc1 (stereo not drawn)
14. CCCN(C(=O)Cn1ncc2c([nH]c3ccccc32)c1=O)c1ccccc1C
15. CCCn1nnnc1NCc1ccc(N(C)C)cc1
16. N#CC(=Cc1ccc(O)cc1)C(N)=C(C#N)C#N
17. CSCC[C@H](NC(=O)N1CCn2c1nc1ccccc12)C(=O)NC1CC1
18. CC(=O)Nc1sc2c(c1CN1CCCC1)CCCC2
Compound	13	14	15	16	17	18
Shiga inhibitor	-14.6	-4.7	-18.3	/	-5.7	-19.4
Giardia FBPA inh	0.0%	/	5.3%	/	-5.2%	0.6%
CHX counter	-6.8	1.3	-1.3	/	0.9	-3.9
Sm TGR inh	7.9%	3.7%	-7.9%	-5.5%	1.2%	-29.2%
Pf growth 96h	-9.2%	36.1%[activator]	?	2.7%	41.5%[activator]	?
Pf growth 48h	-16.7%	?	0.0%	0.1%	-11.6%	?

19. O=c1cc(CSc2nnc3ccccn23)c2c(ccc3ccccc32)o1
20. Cc1nnc(NC(=O)c2ccc3nccnc3c2)s1
21. N#Cc1ccsc1NC(=O)C1CCN(C(=O)c2ccc(F)cc2)CC1
22. CCOC(=O)[C@@H]1[C@H]2COc3cc(OC)ccc3[C@@H]2N2C(=O)N(c3cccc(F)c3)C(=O)[C@]12C
23. COc1ccc(N2CCN(C(CNS(=O)(=O)c3cccs3)c3cccnc3)CC2)cc1 (stereo not drawn)
24. CN1C(=O)C2(Oc3ccccc3C3CC(c4ccccc4)=NN32)c2ccccc21 (stereo not drawn)
Compound	19	20	21	22	23	24
Shiga inhibitor	21.7	/	/	-6.0	-14.6	77.8*
Giardia FBPA inh	-29.0%	/	/	11.1%	4.0%	-19.9%
CHX counter	1.5	/	/	1.1	-3.0	27.6*
Sm TGR inh	44.7µM*	-3.6%	?	-14.0%	-24.9%	?
Pf growth 96h	12.8%	63.9%[activator]	?	?	4.1%	38.2%[activator]
Pf growth 48h	12.0%	43.0%[activator]	?	-8.1%	/	34.7%[activator]

25. COc1ccc(CCNC(=O)COC(=O)c2cc(=O)c3ccccc3o2)cc1
26. COc1ccc(CN(C(=O)CN2C(=O)NC3(CCC(C)CC3)C2=O)C(C)Cc2cccs2)cc1 (stereo not drawn)
27. Cc1cccc(OCC(=O)N2CCN(Cc3cccnc3)CC2)c1
28. Cc1c(C(=O)NCCSCc2c(F)cccc2Cl)cnn1-c1ccc(F)cc1
29. CS(=O)(=O)N1CCN(C(=O)c2cc(-c3cccnc3)nc3ccc(Br)cc23)CC1
30. COc1ccc(/C=N/NC(=O)c2cccnc2)cc1CN1CCc2ccccc2C1
Compound	25	26	27	28	29	30
Shiga inhibitor	/	/	21.1	18.9	22.8	14.5
Giardia FBPA inh	/	/	-6.7%	-6.4%	6.6%	-27.4%
CHX counter	/	/	-2.9	6.4	-3.8	-0.5
Sm TGR inh	-4.5%	1.5%	2.0%	-2.7%	5.2%	6.4%
Pf growth 96h	?	11.7µM*	-27.2%	-24.5%	0.0%	10.4µM*
Pf growth 48h	?	9.28µM*	-13.5%	?	-10.6%	10.4µM*

31. CCOC(=O)c1cc(CC)sc1NC(=O)Cc1ccccc1
32. Cc1cc2c(cc1S(=O)(=O)Nc1cccc(C)c1C)OCC(=O)N2
33. CN(Cc1ccccc1)C(=O)C1CCN(S(=O)(=O)c2cc([N+](=O)[O-])ccc2Cl)CC1
34. CN(C(=O)CC(NC(=O)c1ccccc1Cl)c1ccccc1)c1ccccc1 (stereo not drawn)
35. O=C(CC(c1ccccc1)c1ccccc1)NCCO
36. CN(c1ccc(OCC(=O)N2CCOCC2)cc1)S(=O)(=O)c1ccc(Cl)cc1
Compound	31	32	33	34	35	36
Shiga inhibitor	-4.8	-4.6	-28.6	-3.2	-20.1	11.0
Giardia FBPA inh	2.7%	-3.5%	4.4%	/	5.1%	-4.2%
CHX counter	-2.4	-2.7	1.1	7.1	-9.3	6.4
Sm TGR inh	-1.2%	-5.9%	6.9%	1.2%	-18.9%	1.8%
Pf growth 96h	?	0.0%	?	-29.2%	0.0%	?
Pf growth 48h	/	?	-28.3%	?	11.4%	25.8%

37. CC(=O)c1cccc(NC(=O)CSc2nnc(-c3cccnc3)o2)c1
38. Cc1ccc(-c2nnc(SCc3ccc(C#N)cc3)n2Cc2ccco2)cc1
39. O=C(c1cc(-c2cccs2)on1)N1CCCc2ccccc21
40. O=C(CCC(=O)c1cccs1)NCc1ccncc1
41. CCc1ccc(NC(=O)C2CCCN2S(=O)(=O)c2ccc3c(c2)C(C)(C)C(=O)N3C)cc1 (stereo not drawn)
42. N#CCc1c(C#N)c(N)nc(N2CCN(c3ccc(F)cc3)CC2)c1C#N
Compound	37	38	39	40	41	42
Shiga inhibitor	13.8	-1.7	73.4*	-9.6	7.3	-24.5
Giardia FBPA inh	-10.2%	-5.9%	7.0%	1.8%	-2.0%	-25.7%
CHX counter	-2.5	0.8	38.9*	-5.7	10.0	0.7
Sm TGR inh	1.5%	-3.1%	-1.2%	?	-5.5%	-19.3%
Pf growth 96h	-23.0%	?	17.4%	-2.8%	-10.4%	/
Pf growth 48h	11.3%	?	1.6%	?	?	9.28µM*

43. O=C(CCNC(=O)c1ccccc1Cl)Nc1ccccc1N1CCCC1
44. COC(=O)Cc1ccc(OC(=O)CCS(=O)(=O)c2ccc(Cl)cc2)cc1
45. O=C(COC(=O)c1ccccc1NCCO)NCCC1=CCCCC1
46. COc1cc2c(cc1OC)C(C)N(C(=O)Cn1ncc3c1-c1cc(C)ccc1OC3)CC2 (stereo not drawn)
47. COc1ccc(CCNC(=O)COc2ccc(-c3ccc(C#N)cc3)cc2)cc1
48. COc1cccc(C(=O)NCCS(=O)(=O)NCc2ccccn2)c1
Compound	43	44	45	46	47	48
Shiga inhibitor	1.3	/	/	-5.8	-11.0	/
Giardia FBPA inh	-7.1%	/	/	8.5%	1.2%	/
CHX counter	1.3	/	/	-4.1	-6.8	/
Sm TGR inh	-30.4%	-28.1%	0.4%	-1.2%	-5.9%	5.6%
Pf growth 96h	-5.7%	26.2%	0.8%	?	?	22.8%
Pf growth 48h	-6.1%	?	?	?	-9.0%	14.6%

# Another view of four compounds above.
entry | Molecule | Shiga inhibitor | Giardia FBPA inh | CHX counter | Sm TGR inh | Pf growth 96h | Pf growth 48h
39 | O=C(c1cc(-c2cccs2)on1)N1CCCc2ccccc21 | 73.4* | 7.0% | 38.9* | -1.2% | 17.4% | 1.6%
40 | O=C(CCC(=O)c1cccs1)NCc1ccncc1 | -9.6 | 1.8% | -5.7 | ? | -2.8% | ?
41 | CCc1ccc(NC(=O)C2CCCN2S(=O)(=O)c2ccc3c(c2)C(C)(C)C(=O)N3C)cc1 (stereo not drawn) | 7.3 | -2.0% | 10.0 | -5.5% | -10.4% | ?
42 | N#CCc1c(C#N)c(N)nc(N2CCN(c3ccc(F)cc3)CC2)c1C#N | -24.5 | -25.7% | 0.7 | -19.3% | / | 9.28µM*

# Next section:
49. O=C(O)c1ccc(Oc2cc(Oc3ccc(C(=O)O)cc3)cc([N+](=O)[O-])c2)cc1
50. CC(C)OC(=O)c1nnn(-c2nonc2N)c1CN1CCCCCC1
51. CCCSc1nc(=O)n2cc(C)ccc2n1
52. CC(=O)N(/N=C/c1cccc(C)c1)c1nc(-c2ccc(Br)cc2)cs1
53. O=C(NC1CCCC1)C(c1cccnc1)N(C(=O)c1csnn1)C1CC1 (stereo not drawn)
54. Cc1cc(C)c(S(=O)(=O)N2CCN(S(=O)(=O)N3CCC(C)CC3)CC2)c(C)c1
Compound	49	50	51	52	53	54
Shiga inhibitor	18.0	-5.7	57.1*	11.8	-7.7	-6.6
Giardia FBPA inh	13.7%	-3.9%	1.7%	6.0%	0.0%	9.4%
CHX counter	2.5	-1.8	33.0*	-2.8	-0.3	-7.9
Sm TGR inh	3.0%	-16.8%	-2.2%	15.0%	9.0%	-1.2%
Pf growth 96h	?	/	?	11.7µM*	-12.1%	?
Pf growth 48h	?	?	89.3%[activator]	?	1.8%	?

55. Cc1ccc(-n2nc(C)c(=O)c(-c3ccccc3)c2NC(=O)c2cccs2)cc1
56. CCCCC(=O)Nc1nnc(/C=C/c2ccc(OC)cc2)s1
57. Cc1cc(S(=O)(=O)n2ccnc2)c(Cl)cc1Cl
58. COC(=O)c1ccccc1NC(=O)N1c2ccccc2Sc2ccccc21
59. CCCC(C)NC(=S)Nc1cc(C)cc(C)c1 (stereo not drawn)
60. CC1CCc2c(sc3nc(SCC(=O)NCc4ccco4)nc(N)c23)C1 (stereo not drawn)
Compound	55	56	57	58	59	60
Shiga inhibitor	30.9	-6.2	-1.0	-4.2	-11.4	42.1
Giardia FBPA inh	-1.7%	-0.8%	1.3%	3.2%	-2.7%	-3.1%
CHX counter	-2.1	-1.1	-1.4	-0.7	-2.8	16.6*
Sm TGR inh	8.1%	-2.5%	6.0%	-0.4%	-6.0%	?
Pf growth 96h	-15.6%	-21.1%	27.1%	?	?	2.5%[5.75 µM]
Pf growth 48h	20.3%	38.9%[activator]	7.7%	?	?	27.9%

61. CN(C)CCCNc1oc(/C=C/c2ccccc2)nc1C#N
62. CCSc1nnc2n(-c3ccc(OC)cc3)c(=O)c3c4c(sc3n12)CCCC4
63. O=C(COc1ccc2c(c1)C(=O)CC1(CCCCC1)O2)NCc1ccccc1
64. CCCCN(CCCC)Cc1ccc(N)cc1
65. Cc1ccn2c(NC3CCCCC3)c(C)nc2c1
Compound	61	62	63	64	65
Shiga inhibitor	65.2*	-4.4	18.0	16.3	-29.2
Giardia FBPA inh	-1.9%	1.6%	-8.3%	11.3%	-14.8%
CHX counter	42.0*	-3.3	-2.8	0.5	5.2
Sm TGR inh	-0.6%	-8.1%	9.6%	-0.9%	4.2%
Pf growth 96h	0.4%	22.3%	3.7µM*	30.2%[activator]	3.8%
Pf growth 48h	31.7%[activator]	/	8.28µM*	13.2%	-1.7%
